APJ ag – agonists of human APJ apelin receptor; CHO-K1 APJ PathHunter beta-arrestin, luminescence; 0% DMSO wells, 100% apelin; activation, % at 20 µM; 330,000 compounds, 0.11% hits; AID 2520;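 active = activation more than six SD over the plate average, tested at 20 µM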;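 also: 0% = DMSO alone and 100% = apelin-13 at 10 nM; some results filed as inactive read as strong as hits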
Target sequence (P35414 whole entry, looked up): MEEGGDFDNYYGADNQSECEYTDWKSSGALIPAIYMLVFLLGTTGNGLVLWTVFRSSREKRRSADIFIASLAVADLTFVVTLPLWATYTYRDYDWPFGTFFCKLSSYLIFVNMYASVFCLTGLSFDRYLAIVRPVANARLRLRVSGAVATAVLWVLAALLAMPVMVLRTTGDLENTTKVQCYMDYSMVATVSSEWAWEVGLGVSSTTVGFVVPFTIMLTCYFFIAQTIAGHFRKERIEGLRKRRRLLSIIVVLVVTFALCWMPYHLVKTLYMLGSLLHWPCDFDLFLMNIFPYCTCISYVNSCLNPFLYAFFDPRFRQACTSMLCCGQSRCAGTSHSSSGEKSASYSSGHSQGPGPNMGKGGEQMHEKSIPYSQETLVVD
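Material: CHO-K1 APJ beta-arrestin complementation cell line; Input: cell density 1000 per well; Incubation: compound stimulation 90 min at 25 °C, detection 60 min; Signal: luminescence from split beta-galactosidase complementation, Galacton Star/Emerald II substrate; Controls: DMSO-only wells as negative, 10 nM Apelin-13 as positive control.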
NALP3 yeast inh – NALP3 inhibition in yeast; 330,000 compounds, 0.39% hits; AID 2825; inhibition, % at 10 µM; Yeast reconstituted NLRP3/ASC/caspase-1, beta-gal luminescence, 24 h;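 active = inhibition of 50% or more; inactive = inhibition below 50%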;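 also: plate controls were induced DMSO wells for no effect and uninduced yeast grown without galactose for full effect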
Mdm2 MdmX PPI – human Mdm2/MdmX binding inhibition; 330,000 compounds, 3% hits; inhibition, % at 8 µM; SaOS-2 split-luciferase Mdm2/MdmX complementation, luminescence; AID 485346;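 active = inhibition of at least 50% at 8 µM in the primary screen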
CHOP UPR activ – apoptotic UPR (CHOP) activation; 330,000 compounds, 0.34% hits; activation, % at 10 µM; CHO-CHOP luciferase reporter, luminescence; percent of tunicamycin response over DMSO baseline;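 active = at 10 µM dose, activation of 40% or more, normalized to positive control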;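 also: 100% = tunicamycin at 10 µg/mL and 0% = DMSO alone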
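System: CHO-CHOP luciferase reporter cell line | Buffer or medium: F12 medium containing 10% fetal bovine serum | Doses: One dose, 10 µM in 0.5% DMSO | Times: 6 h compound exposure at 37 °C after overnight seeding | Signal: Luciferase luminescence | Read-out: % activation vs tunicamycin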
TIM10 inh – growth inhibitors of TIM10 yeast strain; S. cerevisiae TIM10 strain growth, BacTiter-Glo luminescence, 24 h; 330,000 compounds, 1.4% hits; AID 463195; inhibition, % at 10 µM;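 active = inhibition of 40% or more at the single tested concentration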;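 also: wild-type TIM10 isogenic control strain grown at permissive 25 °C; 0% = DMSO yeast wells and 100% = minimal medium wells without yeast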
tim23-1 inh – growth inhibitors of tim23-1 mutant yeast. S. cerevisiae tim23-1 growth, BacTiter-Glo luminescence, 24 h. inhibition, % at 20 µM. 330,000 compounds, 1.3% hits. AID 463212;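 active = growth inhibition of the mutant yeast at or above 50%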;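 also: temperature-sensitive mutant grown at 25 °C; plate controls were DMSO-treated mutant yeast for no effect and medium wells lacking yeast for full effect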
UPR XBP1 act – activators of adaptive arm of unfolded protein response (XBP1); CHO-XBP1 luciferase reporter, IRE1-XBP1 UPR activation, luminescence; percent of tunicamycin response, DMSO as zero; AID 463104; activation, % at 20 µM; 330,000 compounds, 0.33% hits;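 active = versus positive control, 20 µM dose yields 30% or more activation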;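 also: 100% = tunicamycin at 10 µg/mL and 0% = DMSO only wells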
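Assay system: IRE1-XBP1 luciferase reporter CHO line. Input: 1000 cells/well. Buffer or medium: F12 with 10% serum. Doses: 20 µM, 1% DMSO. Times: overnight seeding at 37 °C, 6 h compound treatment at 37 °C. Technique: Steady-Glo luciferase glow luminescence, 10 min after reagent addition.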
tim10-1 inh – inhibits growth of tim10-1 mutant yeast. S. cerevisiae tim10-1 ts strain growth, BacTiter-Glo, 24 h. 330,000 compounds, 2.2% hits. inhibition, % at 20 µM;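 active = inhibition of at least 40%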;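 also: mutant grown at 25 °C; 0% = DMSO wells with yeast and 100% = wells holding no yeast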
GRIN3A LBD mod – modulators (binders) of human NR3A ligand-binding domain; NR3A LBD differential scanning fluorimetry, Tm shift; 0% = protein alone, 100% = glycine-bound protein; Tm shift relative to glycine control, % at 25 µM; 340,000 compounds, 2.5% hits; AID 1259313;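 active = melting temperature shift of at least 10% of the positive control shift, at one fixed dose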
* = called active by the depositor.

Value order: APJ ag	NALP3 yeast inh	Mdm2 MdmX PPI	CHOP UPR activ	TIM10 inh	tim23-1 inh	UPR XBP1 act	tim10-1 inh	GRIN3A LBD mod
1. COc1ccc(N(C(=O)C2CCCCC2)C2C=CS(=O)(=O)C2)c(OC)c1 (stereo unspecified)
 : -2.9	-7.5	-2.6	-0.4	-2.4	15.9	1.5	6.5	-0.7
2. CCc1ccc(-c2nnn(CCC#N)n2)cc1
 : -1.0	24.2	8.9	2.3	2.9	8.7	0.3	14.4	3.5
3. COC(=O)C(Cc1cnc(Cl)s1)(C(=O)OC)c1ccc([N+](=O)[O-])cc1[N+](=O)[O-]
 : 10.3	17.9	-19.9	0.3	18.6	10.8	-0.8	30.7	-2.9
4. COc1cc(C)nc(N2CCCC(C(=O)Nc3cc(Cl)ccc3OC)C2)n1 (stereo unspecified)
 : -4.2	27.7	-0.8	-2.5	21.4	-2.4	-3.4	25.3	0.1
5. CCOC(=O)CSc1nc2cc(C(=O)N3CCC(C(N)=O)CC3)ccc2c(=O)n1C1CCCCC1
 : 2.2	-4.2	0.4	1.4	-1.0	2.8	-2.6	9.4	0.2
6. Cc1cc(C(=O)CCC(=O)N(C)CC(=O)Nc2c(Cl)cccc2Cl)c(C)s1
 : -8.9	2.3	9.0	-0.3	-0.2	6.3	-1.1	12.8	-0.3
7. Cc1cc(O)c(Sc2ccc(Cl)cc2)c(=O)[nH]1
 : 1.2	22.6	15.2	2.5	3.6	-6.9	-1.9	-0.4	-2.5
8. COc1ccc(/C=C2/NC(=O)N(Cc3ccccc3F)C2=O)cc1OC
 : -2.2	7.6	85.0*	-0.9	-4.1	-6.7	0.8	-7.5	1.4
9. Cc1ccc(C(=O)OCCN2CCN(c3ncc(C(F)(F)F)cc3Cl)CC2)cc1
 : -4.9	5.0	12.4	-0.3	18.1	9.2	2.9	6.7	0.1
10. CCCOc1ccc(NC(=O)C2CCCNC2=O)cc1 (stereo unspecified)
 : 4.0	5.0	13.1	2.0	2.4	-2.1	0.1	6.6	-0.3
11. O=C(COc1ccccc1Cl)NNC(=O)c1cc(S(=O)(=O)N2CCOCC2)ccc1N1CCCC1
 : -9.0	-4.6	40.3	1.5	3.9	11.8	-2.1	4.1	1.8
12. Cn1c(=O)c2c(ncn2CC(=O)Nc2ccccc2Sc2ccccc2)n(C)c1=O
 : -1.1	14.1	-3.6	-1.2	-12.6	5.1	-3.4	-33.0	0.7
13. Cc1cccc(C)c1OCC(=O)N(Cc1ccc(Cl)cc1)C1CCS(=O)(=O)C1 (stereo unspecified)
 : -2.9	10.9	-16.8	1.2	15.4	36.3	-3.0	40.4*	-2.8
14. COc1ccc(NC(=O)CC2CC3CCC2C3)cn1 (stereo unspecified)
 : -4.4	16.8	-1.7	3.7	5.4	20.3	-0.5	2.9	0.1
15. Cc1cccc(NC(=O)CSc2ccc(-c3ccco3)nn2)c1C
 : -1.9	5.9	1.3	2.4	7.9	18.3	-1.7	9.8	-1.2
16. O=C1c2ccc(-c3ccc4c(c3)C(=O)N(CCCO)C4=O)cc2C(=O)N1CCCO
 : 1.9	15.0	-16.9	3.4	11.0	12.8	-0.7	0.0	1.4
17. CC(C)(C)NC(=S)Nc1ccc(Br)cc1
 : -2.6	20.0	18.1	1.4	8.9	22.9	0.3	36.4	-7.9
18. COc1ccc(C(CNC(=O)C(Cc2ccccc2)NC(N)=O)N(C)C)cc1 (stereo unspecified)
 : 0.3	7.7	11.9	2.0	-11.9	6.4	-5.0	8.6	1.6
19. CCc1cccc(CC)c1NC(=S)NCc1ccc2[nH]c(C)cc2c1
 : -1.4	-1.5	40.1	0.8	54.0*	44.8	-4.2	48.6*	-6.2
20. CC(=O)c1ccc(NC(=O)c2ccc(C)c(S(=O)(=O)N3CCOCC3)c2)cc1
 : 0.5	10.8	20.5	-0.2	11.8	10.6	-3.8	-2.5	-0.2
21. Cc1ccc(C(=O)Nc2ccn(C)n2)cc1
 : -2.8	10.6	6.5	0.4	5.9	-4.4	-0.5	-3.0	2.3
22. Cc1ccc(S(=O)(=O)N2CCOCC2)cc1C(=O)OCC(=O)c1ccc[nH]1
 : -3.1	10.8	16.4	-0.7	0.7	14.2	-2.9	17.0	-1.6
23. Fc1ccc(Nc2nc(NCc3ccco3)c3ccccc3n2)cc1
 : 5.7	48.6	77.5*	27.3	-20.5	97.9*	30.6*	-19.9	10.2*
24. CC1CCc2c(sc(NC(=O)CSc3nc(N)cc(=O)[nH]3)c2C(N)=O)C1 (stereo unspecified)
 : -2.4	-2.1	17.1	-0.4	-4.7	2.5	1.1	-7.8	-2.1
25. COc1ccc2nc3oc(C(=O)N4CCCCC4)cc3cc2c1
 : 0.7	17.2	-200.4	2.8	12.9	1.3	0.7	28.8	0.9
26. CCOC(=O)CSc1nc2ccsc2c(=O)[nH]1
 : -0.1	0.0	-2.4	2.4	2.6	12.3	-0.8	24.6	-0.4
27. COC(=O)/C=c1/sc2n(c1=O)CCN=2
 : 1.8	6.3	12.2	1.3	11.2	6.8	-1.5	2.5	0.7
28. COc1ccc(CN(CC(=O)NC2CCCC2)C(=O)CCC(=O)Nc2nccs2)cc1
 : 1.8	16.9	2.4	2.5	-9.4	17.1	4.2	13.3	1.0
29. Cc1onc(-c2c(Cl)cccc2Cl)c1CO/N=C(\C#N)c1c(Cl)cccc1Cl
 : -4.7	16.7	3.9	3.9	21.0	13.5	-1.9	19.5	-0.3
30. Cc1ccc2c(c1)cc1c(=O)n(CC(=O)NCCN3CCCC3)nc(C)n12
 : 2.4	-5.9	10.2	-0.6	-2.7	1.1	-1.7	-6.1	-0.7

Profiles, looked up by structure. Order of screens: APJ ag | NALP3 yeast inh | Mdm2 MdmX PPI | CHOP UPR activ | TIM10 inh | tim23-1 inh | UPR XBP1 act | tim10-1 inh | GRIN3A LBD mod
`COc1ccc(CN(CC(=O)NC2CCCC2)C(=O)CCC(=O)Nc2nccs2)cc1` as listed: 1.8 | 16.9 | 2.4 | 2.5 | -9.4 | 17.1 | 4.2 | 13.3 | 1.0
`Cc1ccc(C(=O)Nc2ccn(C)n2)cc1` as listed: -2.8 | 10.6 | 6.5 | 0.4 | 5.9 | -4.4 | -0.5 | -3.0 | 2.3
`Cc1cc(C(=O)CCC(=O)N(C)CC(=O)Nc2c(Cl)cccc2Cl)c(C)s1` as listed: -8.9 | 2.3 | 9.0 | -0.3 | -0.2 | 6.3 | -1.1 | 12.8 | -0.3
`Cc1ccc2c(c1)cc1c(=O)n(CC(=O)NCCN3CCCC3)nc(C)n12` as listed: 2.4 | -5.9 | 10.2 | -0.6 | -2.7 | 1.1 | -1.7 | -6.1 | -0.7

Further compounds:
Value order: APJ ag	NALP3 yeast inh	Mdm2 MdmX PPI	CHOP UPR activ	TIM10 inh	tim23-1 inh	UPR XBP1 act	tim10-1 inh	GRIN3A LBD mod
31. COC(=O)c1cn(C)c2ccc(S(=O)(=O)N3CCOCC3)cc2c1=O
 : -3.6	11.3	10.0	-2.0	-3.9	-1.1	-5.2	0.3	-2.3
32. Cc1cccc(CSc2ccc(-c3cccs3)nn2)c1
 : 1.2	21.9	-45.0	6.3	39.9	14.9	5.6	3.5	-7.5
33. CCn1c(SCC(=O)Nc2ccc(C(C)=O)cc2)nc2c([nH]c3ccccc32)c1=O
 : -7.2	19.0	62.2*	7.2	-1.0	-12.1	4.4	0.9	13.8*
34. Cc1c([N+](=O)[O-])c(C(=O)NC2CCCCC2)nn1C
 : 5.1	6.5	3.4	-0.1	9.8	5.7	-2.7	-0.9	0.4
35. O=C(Nc1cccc2c1C(=O)NC2=O)c1cccnc1Cl
 : -3.0	18.8	23.0	-1.5	-4.3	-7.8	-1.8	-18.3	1.5
36. CC1=C(C(=O)OC(C)C)C(C)NC(=O)N1 (stereo unspecified)
 : -0.5	5.9	19.3	-0.1	-0.5	-6.8	-3.5	2.4	-1.1
37. CCCC(=O)C1=C(N(C)c2ccccc2)CC(C)(C)C(C(=O)OC)C1=O (stereo unspecified)
 : -4.6	6.4	1.1	-2.5	-13.7	-6.1	-0.5	-12.3	-0.9
38. Cc1ccc(S(=O)(=O)N2CCOCC2)cc1NC(=O)COC(=O)CNC(=O)c1ccc(C(C)(C)C)cc1
 : -1.6	-1.7	13.7	0.4	20.5	2.8	5.1	17.0	0.2
39. Cc1ccnc(SCc2ccc([N+](=O)[O-])cc2)n1
 : -0.1	17.4	11.4	-0.4	6.8	-0.2	3.8	9.8	-0.4
40. C/C(CC(=O)Nc1cccnc1)=N\NC(=O)C(=O)Nc1cccc(C)c1
 : -4.1	-0.9	-2.7	3.5	4.9	-2.6	1.7	12.6	-2.4
41. O=C(CNS(=O)(=O)c1ccccc1)NCc1ccco1
 : -3.4	19.9	20.8	0.4	-8.9	7.3	-0.6	9.8	-0.8
42. CCOc1ccc(/C=C2\SC(=S)N(CC(=O)NCCCN3CCOCC3)C2=O)cc1
 : -3.2	22.3	-9.5	3.5	9.4	5.7	7.5	-3.6	0.8
43. O=C(NP(=O)(N1CCOCC1)N1CCOCC1)C1=C(N2CCOCC2)/C(=C\c2ccccc2)CC1
 : 0.1	14.1	7.9	0.6	5.1	23.1	0.3	9.7	2.1
44. COc1cccc(C(=O)/C=C2\Sc3ccccc3N2C)c1
 : -0.9	22.9	-229.9	2.6	27.4	39.8	4.2	30.4	-3.2
45. CCOc1ccc(NC(=O)C(C)NS(=O)(=O)c2ccc(NC(C)=O)cc2)cc1 (stereo unspecified)
 : -1.6	11.3	-22.4	0.1	-12.6	18.8	-2.4	-5.5	0.8

[46] O=C(CCN1CCC(c2cccs2)=N1)c1cccs1
[47] COc1ccc(CN2CCSCC2)cc1O
[48] CCOc1ccc(C(=O)N/N=C/c2ccc(SC)cc2)cc1
[49] O=S(=O)(c1ccc(Oc2ncnc3scc(-c4ccccc4)c23)cc1)N1CCOCC1
[50] Cc1cc(NC(=O)Cn2nnc(-c3ccccc3N)n2)no1
[51] Cc1ccc(NC(=O)Cc2nnc(SCC(=O)NC3CCCC3)n2C)c(C)c1
[52] COc1ccc(CNC(=O)COC(=O)C2CCC(C(C)(C)C)CC2)cc1 (stereo unspecified)
[53] Cc1cc(C(=O)N/N=C/C=C/c2ccccc2[N+](=O)[O-])c(C)o1
assay / entry	46	47	48	49	50	51	52	53
APJ ag	2.1	-2.6	2.6	5.4	-1.2	-0.1	-1.0	3.0
NALP3 yeast inh	89.9*	12.6	5.7	16.4	-10.1	2.4	21.6	2.0
Mdm2 MdmX PPI	-9.9	-20.0	21.1	24.1	-6.4	-19.1	24.2	-21.7
CHOP UPR activ	6.6	-1.4	-0.2	0.9	-0.9	1.1	-0.8	1.2
TIM10 inh	63.1*	17.0	-0.9	8.6	8.5	9.2	37.5	56.1*
tim23-1 inh	63.5*	9.6	-4.8	31.9	0.7	0.7	29.2	55.5*
UPR XBP1 act	6.5	3.0	-0.6	0.3	-3.7	-2.6	-0.8	-3.4
tim10-1 inh	40.8*	14.3	0.6	28.9	10.0	-13.2	35.0	44.6*
GRIN3A LBD mod	-1.9	0.8	0.5	-1.7	25.5*	-0.7	-10.3	-2.1

Assay outcomes from PubChem BioAssay.
